# Siah-1 displacement: Siah-1 peptide-binding antagonists, primary screen, biochemical, fluorescence polarization, rhodamine-plectin, uHTS (AID 1817) | E3 ubiquitin-protein ligase SIAH1 (Homo sapiens) | Siah-1 / rhodamine-plectin peptide fluorescence polarization; higher % means a stronger effect | displacement, % at 20 µM, or IC50 in µM where a hit was titrated | 0.02% of 290,000 active;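 active = displacement of at least 50% at 20 µM, with a fluorescence ratio check between 0.3 and a set limit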;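 also: plate controls were Siah plus tracer with DMSO for no effect and tracer alone without Siah for full effect; strong numbers were not always called active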
# M1AAP inhibition: P. falciparum M1AAP inhibitors, biochemical, fluorogenic H-Leu-NHMec substrate, 1536-well (AID 1445); Aminopeptidase N (Plasmodium falciparum (isolate 3D7)); recombinant M1AAP, H-Leu-NHMec fluorogenic kinetic assay; higher % means a stronger effect; inhibition, % at 30 µM, or IC50 in µM where a hit was titrated; 0.42% of 220,000 active;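 active = primary inhibition above the hit cutoff, then over 50% inhibition at one or more dose response concentrations, cut at about 23% in these data, passing the limit was not always enough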;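 also: plate controls were DMSO full reaction for no effect and no enzyme background for full effect; strong numbers were not always called active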
# PMI inhibition: human PMI inhibitors, high substrate, primary screen, biochemical, fluorescence intensity, high mannose 6-phosphate (AID 1220) | Mannose-6-phosphate isomerase (Homo sapiens) | recombinant PMI enzyme, coupled fluorescence intensity; higher % means a stronger effect | inhibition, % at 20 µM, or IC50 in µM where a hit was titrated | 0.66% of 190,000 active
# AID2073: inhibitors of Mint1-CaV2.2 protein interaction, biochemical, HTRF (AID 2073). one-dose inhibition, % at 20 µM; IC50 in µM for titrated hits. 0.19% of 290,000 active. HTRF protein-protein interaction, Mint1-CaV2.2; higher % means a stronger effect; in the data active = inhibition mostly above about 51%, no sharp cut-off; also: some results filed as inactive read as strong as hits
# Dynein transport: inhibitors of GR-EGFP nuclear translocation, primary screen, dynein cargo transport inhibitor project, imaging, high-content, 3617.4 mouse cells | test concentration mostly 20 µM; stimulated with dexamethasone, 1 µM; active compounds read low | z-score, hits read low | 0.47% of 220,000 active | AID 1381, 2008;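 active = plate z-score of nuclear minus cytoplasmic receptor signal below a set negative limit, without overly bright fluorescence or cell loss, cut at about -3.5 in these data, passing the limit was not always enough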;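 also: z-score of nuclear minus cytoplasmic ring GR-EGFP intensity difference per well; some compounds called inactive have numbers as strong as hits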
#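 Medium: Induction medium lacking tetracycline, stripped serum | Probe or stimulus: 1.0 µM final dexamethasone stimulus | Schedule: 48 h induction, then 1 h compound, then 30 min agonist, 37 °C | Signal: Automated 10x imaging of fixed Hoechst-stained cells | Evaluation: Per-cell GR-EGFP intensity, nucleus versus surrounding cytoplasmic ring, well-averaged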
# PMI inhibitors: inhibitors of human PMI, primary screen, biochemical, fluorescence intensity, coupled assay (AID 1209). Mannose-6-phosphate isomerase (Homo sapiens). purified PMI enzyme, coupled fluorescence intensity; higher % means a stronger effect. one-dose inhibition, % at 20 µM; IC50 in µM for titrated hits. 0.42% of 190,000 active;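 also: plate controls were DMSO vehicle for no effect and wells lacking substrate for full effect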
# P. falciparum M17LAP: P. falciparum M17LAP inhibitors, primary screen, biochemical, fluorogenic H-Leu-NHMec substrate, 1536-well (AID 1619) | 0.38% of 220,000 active | recombinant M17LAP, H-Leu-NHMec fluorogenic kinetic assay; higher % means a stronger effect | inhibition, % at 30 µM, or IC50 in µM where a hit was titrated | Leucine aminopeptidase (Plasmodium falciparum (isolate 3D7));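 active = compound inhibiting the enzyme by more than half at any dose during confirmatory dose-response retesting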;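 also: plate controls were full reaction with DMSO carrier for no effect and no enzyme background for full effect; strong numbers were not always called active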
# XIAP antagonists: XIAP antagonists, biochemical, IAP family, fluorescence polarization (AID 1018). E3 ubiquitin-protein ligase XIAP (Homo sapiens). XIAP BIR domain, fluorescence polarization peptide displacement; higher % means a stronger effect. one-dose displacement, % at 20 µM; IC50 in µM for titrated hits. 0.007% of 200,000 active; in the data active = displacement above about 50%; also: a part of the inactive calls stands beside numbers as strong as those of hits
# LYP phosphatase: inhibitors of LYP phosphatase, biochemical, fluorescence intensity, uHTS (AID 1779); recombinant LYP phosphatase, fluorescence intensity; higher % means a stronger effect; inhibition, % at 11.5 µM; hits with a dose series show IC50 in µM; 0.054% of 290,000 active; Tyrosine-protein phosphatase non-receptor type 22 (Homo sapiens);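 also: plate controls were vehicle with enzyme for no effect and no enzyme for full effect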
# Dynein transport cytoplasmic EGFP: also measured in Dynein transport; calls as there; z-score; measured here: cytoplasmic GR-EGFP intensity; active compounds read high
# Dynein transport nuclear GR-EGFP: second read-out of Dynein transport, no call of its own (marks repeat the call); z-score; measured here: nuclear GR-EGFP intensity;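 lower value marks the stronger effect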
# Dynein transport cell count: second read-out of Dynein transport, no call of its own (marks repeat the call); z-score; measured here: cell count per field
# An asterisk follows results filed as active; . = not tested or not shown. Rule as the data show it, unless noted: active = inhibition above about 50%; inactive = the rest. Hits appear at their usual frequency; any-hit rate near 2.1%.
no.	Siah-1 displacement	M1AAP inhibition	PMI inhibition	SMILES	AID2073	Dynein transport	Dynein transport cytoplasmic EGFP	Dynein transport nuclear GR-EGFP	Dynein transport cell count	PMI inhibitors	P. falciparum M17LAP	XIAP antagonists	LYP phosphatase
1	-6%	5%	-6%	Cc1cc(C)n(Cc2cccc(F)c2)c(=O)c1C#N	19%	2.3	-0.11	1.5	-1.8	-1%	-1%	-1.0%	-8%
2	-4%	6%	-3%	O=C(CSC1=Nc2ccccc2C2=NC(CC(=O)NC3CCCCC3)C(=O)N12)NCc1ccco1 (stereo unspecified)	-3%	1.6	-0.26	1.5	-1.5	-10%	27%	-3.7%	-5%
3	2%	7%	-8%	CN1CCN(C2OC(=O)c3ccccc32)CC1 (stereo unspecified)	-2%	-0.21	0.17	0.27	0.15	-8%	-4%	-3.4%	-6%
4	-2%	18%	2%	O=C(CSc1nc2ccccc2n1Cc1ccc(Cl)cc1)N/N=C/c1ccccc1C(=O)O	5%	3	-0.15	2.1	-1.2	0%	40%	-6.1%	8%
5	6%	0%	.	Cc1ccc(/C=C/S(=O)(=O)NCC(=O)OCC(=O)N2CC(=O)Nc3ccccc32)cc1	2%	0.24	-0.27	0.011	0.58	.	-7%	.	-4%
6	1%	4%	-1%	CN(C)NC(=O)c1ccsc1NC(=O)c1ccc(S(=O)(=O)N(C)C)cc1	-6%	2.3	-0.12	1.8	-1.5	11%	-1%	-9.4%	-5%
7	0%	3%	7%	COc1ccc(OC)c2[nH]c(=O)c(CCNC(=O)c3ccc(S(=O)(=O)N4CCCCC4)cc3)cc12	8%	0.29	-0.2	0.28	0.52	14%	-17%	-7.2%	-2%
8	-3%	0%	-1%	O=C1CC(C(=O)N2CCC(N3CCC(C(=O)NC4CC4)CC3)CC2)c2ccccc21 (stereo unspecified)	-4%	-0.95	-0.27	-0.37	0.3	3%	-7%	-6.6%	-7%
9	2%	6%	-22%	CC(=O)Oc1ccc(C(=O)OCC(=O)c2c(N)n(C)c(=O)n(C)c2=O)cc1OC(C)=O	9%	-0.43	-0.028	-0.18	0.76	-14%	6%	-4.3%	1%
10	-3%	0%	-2%	COc1ccc(CCNC(=O)c2n[nH]c(=O)c3ccccc23)cc1	-4%	0.49	-0.21	-0.76	0.33	-7%	-10%	-1.6%	0%
11	0%	0%	2%	C=CCn1c(SCC(=O)Nc2cccnc2Cl)nnc1-c1ccc(Cl)cc1	-7%	0.42	-0.24	0.32	-0.26	11%	4%	-9.1%	-6%
12	-1%	6%	6%	O=C(NCc1cccs1)c1ccc2c(c1)ncn2C1CCCC1	21%	0.79	-0.36	-0.016	-0.29	3%	7%	-2.2%	1%
13	5%	11%	7%	O=C(CN1C(=O)C2CCCCN2C(=O)c2ccccc21)Nc1ccc(F)cc1 (stereo unspecified)	12%	0.19	-0.33	0.24	0.063	3%	4%	-4.4%	-5%
14	1%	1%	-6%	CC(=O)Nc1ccc(C(=O)OCC(=O)NC(=O)NC(C)(C)C)cc1	0%	0.36	-0.15	0.57	-0.19	-2%	7%	-0.8%	-6%
15	3%	7%	15%	CN(CC(=O)N1CCN(c2ccccn2)CC1)S(=O)(=O)c1ccccc1	-4%	-1	-0.24	-0.49	0.19	20%	2%	-13%	-3%
16	1%	-4%	30%	CNC(=O)C1C(=S)NC(N)=C(C#N)C1c1ccccc1 (stereo unspecified)	1.7µM*	-2.7	1.2	-1.5	-0.39	45%	6%	-6.8%	-4%
17	0%	-1%	4%	Cc1cc(C(=O)C[N+]2(C)CCOCC2)c(C)n1-c1ccc(Br)cc1	-5%	0.69	-0.19	-0.051	0.55	-3%	4%	-0.9%	-4%
18	-4%	5%	9%	COC(=O)CNC(c1ccccc1)c1cc(C)ccc1NS(=O)(=O)c1ccc(C)cc1 (stereo unspecified)	-8%	-1.1	-0.2	-0.84	1.2	8%	13%	-1.7%	-5%
19	8%	4%	.	CC(C)(C)C(=O)/C(C#N)=C/c1cccs1	-4%	0.27	-0.25	0.68	0.11	.	1%	.	-4%
20	2%	0%	-8%	c1ccc(-n2nnnc2-n2nnc3ccccc32)cc1	-5%	0.25	-0.14	0.45	-0.33	1%	6%	-4.4%	-10%
21	0%	4%	-4%	CC(C)Cn1cc(C(=O)NCc2cccs2)c2c3ccccc3n(C)c2c1=O	13%	0.38	-0.19	0.29	-0.099	-5%	-2%	-4.9%	0%
22	1%	5%	-6%	Cc1ccc2c(c1)NC(=O)C(CC(=O)NCc1ccc(F)cc1)O2 (stereo unspecified)	-4%	-0.67	-0.21	-0.35	0.056	0%	2%	-0.3%	-8%
23	-1%	5%	.	Cc1cc2c(=O)oc(-c3ccc(F)cc3)nc2s1	2%	-1.2	-0.2	-0.76	1.2	.	-1%	-4.5%	-6%
24	0%	3%	-6%	COc1ccc(S(=O)(=O)N2CCc3ccccc32)cc1C(=O)OCc1c(C)noc1C	-6%	3.3	-0.2	0.91	-1.1	-9%	2%	-5.1%	1%
25	2%	12%	4%	COc1ccc(/C=N/NC(=O)c2ccc(C)cc2)cc1CN1CCN(c2ccc(F)cc2)CC1	-6%	-1.6	-0.17	-0.019	0.65	2%	3%	-5.2%	-5%
26	-2%	6%	.	COc1ccc(OC)c(C(=O)NC(CC(N)=O)c2ccc(N3CCC(N4CCCC4)CC3)c([N+](=O)[O-])c2)c1 (stereo unspecified)	6%	-0.13	-0.59	0.052	-0.38	.	-4%	.	-8%
27	-7%	8%	2%	Cc1cc(N2CCN(S(=O)(=O)Cc3ccccc3)CC2)n2ncnc2n1	0%	0.42	-0.35	0.03	0.35	8%	-3%	-4.2%	-3%
28	-5%	11%	10%	COC(=O)c1ccc(Sc2ccc(C)cc2)c(N)c1	-2%	3.6	0.18	2.3	-2.4	55%*	-29%	-3.4%	-6%
29	-5%	6%	-2%	CCc1nnc(NC(=O)[C@@H](NC(=O)c2ccc(OC)cc2)C(C)C)s1	-8%	1.3	-0.29	0.36	-0.51	-6%	12%	-4.0%	-34%
30	13%	14%	.	COc1cc(/C=N/NC(=O)C(=O)NCC2CCCO2)cc(Cl)c1O (stereo unspecified)	-5%	2.8	-0.15	1.2	-2.6	.	2%	.	-4%

# Shown with two lines to a compound: entries from further up
# Under each structure – Siah-1 displacement	M1AAP inhibition	PMI inhibition	AID2073	Dynein transport	Dynein transport cytoplasmic EGFP	Dynein transport nuclear GR-EGFP	Dynein transport cell count	PMI inhibitors	P. falciparum M17LAP	XIAP antagonists	LYP phosphatase
[24] COc1ccc(S(=O)(=O)N2CCc3ccccc32)cc1C(=O)OCc1c(C)noc1C
 : 0%	3%	-6%	-6%	3.3	-0.2	0.91	-1.1	-9%	2%	-5.1%	1%
[25] COc1ccc(/C=N/NC(=O)c2ccc(C)cc2)cc1CN1CCN(c2ccc(F)cc2)CC1
 : 2%	12%	4%	-6%	-1.6	-0.17	-0.019	0.65	2%	3%	-5.2%	-5%

# Five compounds from above, limited to AID2073.
item	Structure	AID2073
17	Cc1cc(C(=O)C[N+]2(C)CCOCC2)c(C)n1-c1ccc(Br)cc1	-5%
1	Cc1cc(C)n(Cc2cccc(F)c2)c(=O)c1C#N	19%
24	COc1ccc(S(=O)(=O)N2CCc3ccccc32)cc1C(=O)OCc1c(C)noc1C	-6%
5	Cc1ccc(/C=C/S(=O)(=O)NCC(=O)OCC(=O)N2CC(=O)Nc3ccccc32)cc1	2%
23	Cc1cc2c(=O)oc(-c3ccc(F)cc3)nc2s1	2%

# Next section.
no.	Siah-1 displacement	M1AAP inhibition	PMI inhibition	SMILES	AID2073	Dynein transport	Dynein transport cytoplasmic EGFP	Dynein transport nuclear GR-EGFP	Dynein transport cell count	PMI inhibitors	P. falciparum M17LAP	XIAP antagonists	LYP phosphatase
31	-4%	-2%	.	C/C(=N/NC(=O)CNC(=O)c1ccncc1)c1ccc(Cl)cc1	2%	0.9	-0.26	0.87	0.17	.	4%	.	-6%
32	-1%	14%	4%	NC(=O)CSC1=Nc2ccccc2C2=NC(CC(=O)NCc3cccs3)C(=O)N12 (stereo unspecified)	-30%	-0.36	-0.28	0.14	0.55	0%	26%	-6.9%	-9%
33	4%	2%	-1%	CCOC(=O)C1CCN(Cc2nc3ccc(Cl)cc3n2CCO)CC1	31%	0.14	-0.38	0.11	1.1	5%	8%	-1.6%	-3%
34	1%	1%	12%	CCOc1cc(CNCC(C)C)cc(Cl)c1OCc1ccccc1	-7%	-0.7	-0.16	-0.73	0.37	13%	15%	-4.2%	-5%
35	-1%	5%	-6%	Clc1cccc(Cl)c1Cn1cnc(=NCc2ccco2)c2[nH]cnc21	15%	-1.3	-0.008	-0.56	1.3	-8%	10%	-2.6%	-8%
36	12%	2%	9%	CCn1ccnc1CN1CCN(CC(C)C)C(CCO)C1 (stereo unspecified)	2%	-1	-0.27	-0.33	0.74	8%	-2%	-8.8%	-7%
37	8%	4%	4%	C/C(=N\NC(=O)c1cc2c(s1)CCC(C)C2)c1cccnc1 (stereo unspecified)	-3%	0.9	-0.27	0.4	-0.96	7%	13%	-2.4%	1%
38	0%	-4%	4%	Cc1ccc(S(=O)(=O)NC(CC(C)C)C(=O)NCc2ccco2)cc1 (stereo unspecified)	6%	-2.7	0.028	-1.3	-3.3	4%	-3%	-6.5%	-6%
39	3%	3%	.	CNC1(C(N)=O)CCNCC1	7%	-0.63	-0.26	0.26	0.12	.	5%	.	-4%

# AID2073: what is marked active above
no.	Siah-1 displacement	M1AAP inhibition	PMI inhibition	SMILES	AID2073	Dynein transport	Dynein transport cytoplasmic EGFP	Dynein transport nuclear GR-EGFP	Dynein transport cell count	PMI inhibitors	P. falciparum M17LAP	XIAP antagonists	LYP phosphatase
16	1%	-4%	30%	CNC(=O)C1C(=S)NC(N)=C(C#N)C1c1ccccc1 (stereo unspecified)	1.7µM*	-2.7	1.2	-1.5	-0.39	45%	6%	-6.8%	-4%

# From PubChem BioAssay
